# CHT allo act – CHT positive allosteric modulators, primary screen, cell-based, membrane potential dye, choline EC20; High affinity choline transporter 1 (Homo sapiens), Q9GZV3; AID 488977, 2010; actives 0.49% (n = 310,000); CHT-expressing cells; stronger effect = higher value; LV-AA mutant CHT in HEK293 cells; B-score at 10 µM;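 active means initial fluorescence not abnormally high and integrated response B-score, plate-corrected, over 3 SD above library mean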
# Target sequence (Q9GZV3 whole entry, looked up): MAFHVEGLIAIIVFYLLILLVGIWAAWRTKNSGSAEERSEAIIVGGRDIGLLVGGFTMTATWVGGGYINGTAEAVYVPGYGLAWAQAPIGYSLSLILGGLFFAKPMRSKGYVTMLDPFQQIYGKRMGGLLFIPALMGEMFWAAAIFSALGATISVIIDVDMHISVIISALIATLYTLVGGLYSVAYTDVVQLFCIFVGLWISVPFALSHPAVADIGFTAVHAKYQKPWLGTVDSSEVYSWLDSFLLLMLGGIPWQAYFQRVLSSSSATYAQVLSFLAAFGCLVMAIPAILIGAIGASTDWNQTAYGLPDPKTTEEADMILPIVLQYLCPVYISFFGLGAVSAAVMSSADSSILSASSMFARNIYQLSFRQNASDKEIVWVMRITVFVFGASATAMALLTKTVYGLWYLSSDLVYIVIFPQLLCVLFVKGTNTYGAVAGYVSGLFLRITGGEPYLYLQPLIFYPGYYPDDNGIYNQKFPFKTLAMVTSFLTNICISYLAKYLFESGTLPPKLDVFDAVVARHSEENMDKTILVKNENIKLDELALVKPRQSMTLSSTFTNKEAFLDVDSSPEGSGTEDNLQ
# CHT inh – inhibitors of human choline transporter CHT; CHT-expressing cells, membrane potential dye, choline response; stronger effect = lower value; High affinity choline transporter 1 (Homo sapiens), Q9GZV3; AID 488975, 2010; B-score at 10 µM; actives 0.86% (n = 310,000);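 active means B-score over 3 SD under the library average, and starting fluorescence ratio not unusually high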;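 further: choline stimulus applied at its EC90 after an EC20 pre-addition; B-score computed on integrated fluorescence ratio after choline addition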
# Starred values were filed as active, the others as inactive; i = inactive.
structure	CHT allo act	CHT inh
CCc1ccc(C(C)NC(=O)c2ccncc2)cc1 (stereo not given)	i	i
O=C(COc1ccc2c3c(c(=O)oc2c1)CCCC3)N1CCN(c2ccc(F)cc2)CC1	i	i
O=C(Cc1c(F)cccc1Cl)Nc1ccc(S(=O)(=O)NCC2CCCO2)cc1 (stereo not given)	i	i
COCCSc1nnc(NC(=O)CS(=O)(=O)c2ccc(C)cc2)s1	i	i
O=c1c2nnn(Cc3ccccc3)c2ncn1C/C=C/c1ccccc1	i	i
CCOC(=O)C1=NN(c2ccc(OC)cc2)C2C(=O)N(c3ccccc3OC)C(=O)C12 (stereo not given)	i	i
CCOc1ccc(C(C)C)cc1S(=O)(=O)n1ccnc1C	i	i
COc1ccc(CCNC(=O)C(=O)Nc2ccc3nc4n(c(=O)c3c2)CCCCC4)cc1OC	i	i
C=CCn1c(SCC(=O)Nc2ccc(C(=O)OCC)cc2)nnc1-c1sc(N)nc1C	i	i
Cn1c(N)c(C(=O)c2ccc(Cl)cc2)c(=O)n(C)c1=O	i	i
CC(=O)N=Nc1[nH]c(N)c2ccccc12	i	i
COC(=O)c1c(NC(=O)C2CC=CCC2C(=O)O)sc(C(N)=O)c1C (stereo not given)	i	i
O=C(NCc1cccnc1)c1ccc(-c2cc3ccccc3oc2=O)cc1	i	i
CC(=O)N1CCOc2ccc(S(=O)(=O)N3CCCC(C)C3)cc21 (stereo not given)	i	i
COc1ccc(N2C(=O)CC(C)(C)CC2=O)cc1OC	i	i
c1nc(NCCN2CCOCC2)c2sc3nc(N4CCOCC4)c4c(c3c2n1)CCC4	i	i
Cc1ccc(C(=O)Nc2ccc(N3CCOCC3)c3nonc23)cc1[N+](=O)[O-]	i	i
O=C(CCCCCN1C(=O)c2cccc3cccc(c23)C1=O)NCCCO	i	i
O=C(NCCc1ccc(Cl)cc1Cl)c1ccc2nc[nH]c2c1	i	i
CC(=O)OC1COC(n2ccc3cc([N+](=O)[O-])ccc32)C(OC(C)=O)C1OC(C)=O (stereo not given)	i	i
CC(C)(C)c1ccc(-c2cnco2)cc1	i	i
Cc1[nH]n(-c2ccccc2)c(=O)c1N=Nc1cccc(S(=O)(=O)N2CCOCC2)c1	i	i
Cc1nc(SCC(=O)N2CCCc3ccccc32)c2oc3ccccc3c2n1	i	i
COc1ccc2c(c1OC)C(=O)N(c1ncn[nH]1)C2	i	i
NC(=S)Nc1cccc2[nH]ccc12	i	i

# By substructure, the compounds so far with an aryl methoxy group.
structure	CHT allo act	CHT inh
CCOC(=O)C1=NN(c2ccc(OC)cc2)C2C(=O)N(c3ccccc3OC)C(=O)C12 (stereo not given)	i	i
COc1ccc(CCNC(=O)C(=O)Nc2ccc3nc4n(c(=O)c3c2)CCCCC4)cc1OC	i	i
COc1ccc(N2C(=O)CC(C)(C)CC2=O)cc1OC	i	i
COc1ccc2c(c1OC)C(=O)N(c1ncn[nH]1)C2	i	i

# Continuation:
structure	CHT allo act	CHT inh
COc1cccc(CNC(=O)CCS(=O)(=O)c2ccc3c(c2)CC(C)N3C(=O)C2CC2)c1 (stereo not given)	i	i
O=C(NC(Cc1ccccc1)c1nc2ccccc2[nH]1)c1cccc([N+](=O)[O-])c1 (stereo not given)	i	i
N#Cc1c(-c2cccs2)cc(-c2ccccn2)nc1N	i	i
COC(=O)c1sccc1NC(=S)N1CCN(c2cccc(C)c2C)CC1	i	i
CC(C)CCn1c(SC(C)C(=O)NC2CC2)nc2ccccc2c1=O (stereo not given)	i	i
Cc1ccc2cc(CN(c3ccccc3C)S(=O)(=O)c3ccccc3)c(=O)[nH]c2c1	i	i
CCCCC(CC)C(=O)Nc1ccc(Cl)cn1 (stereo not given)	i	i
CCOCCCNC(=O)Cc1ccc(Br)cc1	i	i
Cc1ccc(S(=O)(=O)N(C)CC(=O)OCC(=O)Nc2ccccc2)cc1	i	i
CCN(CC)C(=O)c1c[nH]c2ccc(S(=O)(=O)Nc3cc(C)cc(C)c3)cc2c1=O	i	i
Cc1ccc(C)c(N=C2NC(=O)CS2)c1	i	i
Cc1ccc(C)c(OC(=O)CN2C(=O)c3ccccc3C2=O)c1	i	i
Cc1ccc(C(=O)c2ccc(N3CCN(C)CC3)c([N+](=O)[O-])c2)cc1	6.4*	i
O=C1CC(N2CCOCC2)C(=O)N1c1ccc2c(c1)OCO2 (stereo not given)	i	i
CCn1c(SCC(=O)N2CCCC2)nc2c(c1=O)SCC2	i	i
COc1ccc2c(c1)[nH]c1c(=O)n(CCN3CCOCC3)cnc12	i	i
COc1ccc(OCC(O)COc2ccc(OC)cc2)cc1	i	i
O=C(NCC(c1ccco1)N1CCCC1)c1cccc(NS(=O)(=O)c2ccccc2)c1 (stereo not given)	i	i
O=C(c1ccc(Cl)cc1)C1CCCN(Cc2ccc(Oc3ncccn3)cc2)C1 (stereo not given)	i	i
COC(=O)c1cccc(NC(=O)C2COc3ccccc3O2)c1C (stereo not given)	i	i
COc1ccc(OCc2nc(-c3ccc(F)c(F)c3)cs2)cc1	i	i
COc1ccc(N(CC(O)Cn2c(C)nc3ccccc32)S(=O)(=O)c2ccc(C)cc2)cc1 (stereo not given)	i	i
Cc1cc2cc(C=C(C#N)C#N)c(Cl)nc2cc1C	i	i
CCOC(=O)c1cc(C)sc1N1C(=O)C2C3C=CC(C3)C2C1=O (stereo not given)	i	i
CC(=O)N/N=C(/C)c1ccc(NC(=O)c2csc(C)c2C)cc1	i	i
COc1ccc(NC(=O)CSc2nc(C(C)C)nc3c2c(=O)n(C)c(=O)n3C)c(OC)c1	i	i
CCOc1ccccc1CNCCNCC(C)O (stereo not given)	i	i
CN1CCN(c2ccc(NC(=O)c3cc([N+](=O)[O-])ccc3N3CCOCC3)cc2)CC1	i	i
COc1cc(NC(=O)Cc2ccc(OC)c(S(=O)(=O)N3CCOCC3)c2)c(OC)cc1Cl	i	i
Cc1ccccc1C(=O)OC1OC(=O)C(Cl)=C1Nc1ccccc1 (stereo not given)	i	i
COc1ccc(C2C(C(=O)O)CCC(=O)N2c2ccc(OC)cc2)cc1 (stereo not given)	i	i
Fc1ccc(NC(=S)N2CCN(C/C=C/c3ccccc3)CC2)c(F)c1	i	i
CCOC(=O)N(C)S(=O)(=O)c1ccccc1[N+](=O)[O-]	i	i
COc1ccc(CCNC(=O)c2cc(-c3ccc(C)c(C)c3O)n[nH]2)cc1OC	i	i
COc1ccc(CNC(=O)Cc2nn(C)c(=O)c3ccccc23)cc1	i	i
O=C(c1ccccc1)c1ccc(OCC(O)CNCc2cccc(Cl)c2)cc1 (stereo not given)	i	i
CNC(=O)CSc1nnc(NC(=O)C2CC(=O)N(c3ccccc3OC)C2)s1 (stereo not given)	i	i
NS(=O)(=O)c1ccc(NC(=O)Nc2ccc(Cl)cc2)cc1	i	i
N=C1C(c2nc(-c3ccc(F)cc3)cs2)=C(O)CN1Cc1ccc(Cl)cc1	i	i
O=C(C[n+]1ccc2c(c1)nnn2-c1ccccc1)c1ccc(Cl)cc1	i	i
COc1ccc(C(=O)NC(=S)NNC(=O)c2cccc(C)c2)cc1	i	-7.75*
Clc1ccc(Cn2ncc3c(N4CCOCC4)ncnc32)cc1	i	i
COc1ccccc1-c1cc(C(=O)NCc2ccc(Cl)cc2)no1	i	i
O=C(O)c1ccccc1C(=O)Nc1ccc(Br)c(C(F)(F)F)c1	i	i
COc1ccccc1/C=C/CN1CCCCC1	i	i
Cc1ccn2c(/C=N/OCc3cccc(F)c3)c(-c3ccc(Cl)cc3)nc2c1	i	i
COc1ccc(CCNC(=O)Cn2nnc(-c3cccc(OC)c3OC)n2)cc1OC	i	i
NC(=O)[C@@H]1CC2(CC(c3cccc(NC(=O)[C@H]4CCC(=O)N4)c3)=NO2)CN1C(=O)COc1ccc(Cl)cc1 (stereo not given in full)	i	i
Brc1ccc(OCCn2ccnc2)cc1	i	i
O=C(c1ccc(CN2CCOCC2)cc1)N1CCN(c2ccccc2F)CC1	i	i

# Next part
structure	CHT allo act	CHT inh
CCOc1cc2[nH]c(=O)n(CCC(=O)NCCc3ccccc3)c(=O)c2cc1OCC	i	i
CC(=O)N1[C@H](Cc2ccccc2)C=C[C@]1(C)C(=O)NCCN1CCOCC1	i	i
CN1CCC(C2(O)c3ccccc3CCc3ccccc32)CC1	i	i
CCN(CC)C(=O)c1ccccc1NC(=O)c1ccccc1C	i	i
O=C(OCn1nnc2ccccc2c1=O)c1cc(-c2ccccc2)nc2ccccc12	i	i
CC(C)CNS(=O)(=O)c1ccc(CCC(=O)Nc2cc(Cl)ccc2Oc2ccccc2)cc1	i	i
O=C(CSc1nc2c(cnn2-c2ccccc2)c(=O)[nH]1)N1CCCCC1	i	i
COc1ccccc1C1NC=C([N+](=O)[O-])C=C1[N+](=O)[O-] (stereo not given)	i	i
Cc1ccc(NC(=O)N2CCCC2C(=O)NCC2CCCCC2)cc1 (stereo not given)	i	i
COc1ccc(N=Nc2cnc(C)nc2-c2ccccc2)cc1	i	i
O=C(COc1ccccc1-c1ccccc1)N/N=C/c1cccnc1	i	i
CN(C)CCCNc1ncnc2oc(-c3ccccc3)c(-c3ccccc3)c12	i	i
CCc1nnc(NC(=O)CS(=O)(=O)c2ccccc2)s1	i	i
CCNc1ccc(S(=O)(=O)C(F)(F)F)cc1NC(=O)C12CCC(CC1)C2	i	i
N#Cc1ccc(N2CCc3ccccc3C2)c([N+](=O)[O-])c1	i	i
CN(C)/C=C(\C(=O)c1cccc(Cl)c1)c1nnnn1-c1ccccc1	i	i
Cc1ccnc(NC(=O)c2cc3ccccc3oc2=O)c1	i	i
CC1CCN(c2nc3c(N)ncnc3n2[C@@H]2O[C@H](CO)[C@@H](O)[C@H]2O)CC1	i	i
CCOC(=O)c1cnc(-n2nc(C)cc2C)nc1Nc1ccc(N(C)C)cc1	i	i
O=C(C1CCCCC1)N1CCc2ccccc21	i	i
O=C(C[n+]1ccccn1)c1ccccc1	i	i
COC(=O)CN(C(=S)Nc1ccc(F)cc1)C1CC(=O)N(c2ccccc2)C1=O (stereo not given)	i	i
Cc1ccc(C(=O)C2OC(=O)C(C)(C)C(=O)C2(C)C)cc1 (stereo not given)	i	i
CCCOc1ccc(-c2nnn(CC(=O)N3CCCC(C)C3)n2)cc1 (stereo not given)	i	i
O=C(O)c1nn(-c2cccc(Cl)c2)c(=O)cc1O	i	i

# In another format: results already given
# Under each structure: CHT allo act	CHT inh
COc1ccc2c(c1)[nH]c1c(=O)n(CCN3CCOCC3)cnc12
    i	i
COc1ccc(OCC(O)COc2ccc(OC)cc2)cc1
    i	i
O=C(NCC(c1ccco1)N1CCCC1)c1cccc(NS(=O)(=O)c2ccccc2)c1 (stereo not given)
    i	i

# Next section:
structure	CHT allo act	CHT inh
OCCCn1c(-c2ccccc2)nc(=S)c2c1CCCC2	i	i
Cc1cc(N/N=C/c2ccc(Cl)cc2)nc(NCc2ccccc2)n1	i	i
CCc1nnc(NC(=O)CSc2nnc(C)n2CC2CCCO2)s1 (stereo not given)	i	i
CNc1cc(C)c(C#N)c2nc3ccccc3n12	i	i
Cc1ccc(C(C)C)c(OCC(=O)OCc2c(C)noc2C)c1	i	i
O=C(O)c1ccccc1C(=O)Nc1ccc(-c2csc(-c3ccccc3)n2)cc1	i	i
Cc1ccc(CCNC(=O)C2CCCN(S(=O)(=O)c3cccs3)C2)cc1 (stereo not given)	i	i
O=C(COC(=O)c1ccc2c(c1)C(=O)N(Cc1ccncc1)C2=O)Nc1cccc2ccccc12	i	i
Cc1cc(C)c(C2=CSC3=NS(=O)(=O)CCN23)c(C)c1	i	i
COc1ccc(OC)c(Nc2nc(NCc3ccco3)nc(N)c2[N+](=O)[O-])c1	i	i
O=C(N/N=C/c1c[nH]c2ccccc12)c1ccc([N+](=O)[O-])cc1Cl	i	i
c1ccc(CN2CCC3(CC2)Nc2ccccc2CO3)cc1	i	i
CCN(C(=O)CSc1cc(C)c2ccccc2n1)c1c(N)n(Cc2ccccc2)c(=O)[nH]c1=O	i	i
COc1cccc(NC(=O)CS(=O)(=O)Cc2nc(-c3ccc(C)cc3)oc2C)c1	i	i
CCOc1ccc(CN2CCN(C3CCC3)CC2CCO)cc1 (stereo not given)	i	i
c1csc(Cc2nc3ccccc3[nH]2)c1	i	i
CCOC(=O)c1sc2nc(C3CC3)cc(-c3ccc(F)cc3)c2c1N	i	i
COCCCn1c(SCC(=O)Nc2nc3ccccc3s2)nnc1-c1ccoc1C	i	i
Cc1cccc(N(CC(=O)Nc2ccccc2F)S(C)(=O)=O)c1	i	i
CC(=O)C(C)Oc1ccc2c3c(c(=O)oc2c1)CCCCC3 (stereo not given)	i	i
Cc1nc2ccccc2c(=O)n1NC(=O)Nc1ccccc1	i	i
CCCNC(=O)c1onc(CSc2ccc(Cl)cc2)c1C(=O)NCC1CC1	i	i
COc1ccc2oc(C(=O)NCCN3CCOCC3)c(C)c2c1OC	i	i
CC(/C=N/n1c(-c2cccnc2)n[nH]c1=S)=C\c1ccco1	i	i
Cn1nc2sc3ccccc3n2c(=O)c1=O	i	i
CC1CCN(S(=O)(=O)c2cccc(C(=O)NC3CCCCC3)c2)CC1	i	i
CC(C)c1ccccc1NC(=S)NCc1nc2ccccc2[nH]1	i	i
CCOC(=O)N1CCN(C(=O)CCS(=O)(=O)c2ccc(Br)s2)CC1	i	i

# High-throughput results: PubChem BioAssay, Johns Hopkins Ion Channel Center
